CR mimetic SO: yeast age-related superoxide inhibition as caloric restriction mimetic; S. cerevisiae aged cells, superoxide DHE fluorescence; active compounds read low; superoxide response (% of plate mean), % at 10 µM; 330,000 compounds, 0.18% hits;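 active = superoxide response under a set limit, about three screen SD below normal, cut at about 65% in these data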;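 also: yeast aged for seven days with compound at 30 °C before DHE staining; 100% = average MFI of all compound-treated wells on the plate with controls excluded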
GRK2 inh: human GRK2 inhibition via aptamer displacement. P25098. bead flow cytometry, FAM-aptamer displacement from GRK2. inhibition of aptamer binding, % at 10 µM. 330,000 compounds, 0.59% hits. AID 488847;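 active = inhibition of aptamer binding above 40%, roughly 3 SD of noise, on plates passing a quality check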;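 also: median bead fluorescence of bound FAM aptamer so fluorescent compounds give negative values; no value below 0 was filed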
MEX-5 binding: C. elegans MEX-5 TCR-2 RNA binding activity | Q9XUB2 | MEX-5/FITC-TCR2 RNA binding, fluorescence polarization; active compounds read low | activity score (negative = inhibition of binding), % at 10 µM | 300,000 compounds, 0.38% hits | AID 1832;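 active = inhibition past about -25% in most replicates, and total fluorescence under double the plate's negative control median, limit read from the data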;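 also: 0% = DMSO and -100% = 5 µM competing unlabeled TCR2 RNA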
Bcl-xL primary: Bcl-xL (human) inhibition; Q07817; GST-Bcl-xL / FITC-Bim BH3 peptide fluorescence polarization; inhibition, % at 10.9 µM; 320,000 compounds, 0.7% hits;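 active = inhibition above the mean of all tested compounds plus 3 SD, cutoff set per campaign, cut at about 30% in these data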;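 also: 0% = DMSO wells and 100% = unlabeled Bim-BH3 peptide competitor; inhibitors lower millipolarization by displacing the labeled peptide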
VLA-4 inh: inhibition in a human VLA-4 binding assay; P13612; VLA-4 expressing cells, ligand binding flow cytometry; 330,000 compounds, 0.2% hits; inhibition, % (about 7 µM as worked out from the volumes in the protocol); in the data active = inhibition above about 50%
Target sequence (P13612 whole entry, looked up): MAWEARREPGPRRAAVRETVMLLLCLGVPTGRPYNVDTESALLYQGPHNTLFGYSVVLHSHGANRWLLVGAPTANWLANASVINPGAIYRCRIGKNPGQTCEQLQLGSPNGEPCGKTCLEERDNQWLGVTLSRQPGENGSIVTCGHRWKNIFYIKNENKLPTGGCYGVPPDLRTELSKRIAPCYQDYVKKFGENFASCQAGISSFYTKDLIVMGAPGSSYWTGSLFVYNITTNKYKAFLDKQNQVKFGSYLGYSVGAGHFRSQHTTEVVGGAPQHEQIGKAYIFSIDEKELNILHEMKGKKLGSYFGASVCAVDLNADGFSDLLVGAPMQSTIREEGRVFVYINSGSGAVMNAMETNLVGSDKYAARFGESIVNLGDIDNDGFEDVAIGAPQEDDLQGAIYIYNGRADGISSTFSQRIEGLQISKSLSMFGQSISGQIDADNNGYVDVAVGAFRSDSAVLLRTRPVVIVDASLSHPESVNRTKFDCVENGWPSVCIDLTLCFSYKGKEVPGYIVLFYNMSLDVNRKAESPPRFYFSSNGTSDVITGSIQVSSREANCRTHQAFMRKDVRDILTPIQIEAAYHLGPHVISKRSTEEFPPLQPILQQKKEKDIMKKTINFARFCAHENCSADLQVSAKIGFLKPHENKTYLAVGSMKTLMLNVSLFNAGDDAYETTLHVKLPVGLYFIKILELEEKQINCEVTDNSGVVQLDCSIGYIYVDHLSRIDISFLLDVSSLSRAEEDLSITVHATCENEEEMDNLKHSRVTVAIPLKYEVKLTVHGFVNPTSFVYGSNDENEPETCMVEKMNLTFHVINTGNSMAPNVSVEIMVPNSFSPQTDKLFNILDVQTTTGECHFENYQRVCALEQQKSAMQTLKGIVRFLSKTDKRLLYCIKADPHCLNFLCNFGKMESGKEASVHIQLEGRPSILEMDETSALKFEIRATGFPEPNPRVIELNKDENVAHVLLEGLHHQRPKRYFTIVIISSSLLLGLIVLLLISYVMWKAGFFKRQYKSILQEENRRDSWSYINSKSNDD
GLD-1 TGE inh: GLD-1-TGE RNA interaction inhibition (C. elegans); Q17339; purified GLD-1 + fluorescein TGE RNA, fluorescence polarization; inhibition, % at 5.96 µM; 320,000 compounds, 0.44% hits; AID 2280;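 active = percent inhibition above a per-plate cutoff, the plate mean of test compounds plus 3 SD, cut at about 30% in these data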;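 also: 0% = DMSO wells with GLD-1 and probe and 100% = wells lacking GLD-1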
MCL1 BIM primary: inhibitors of human MCL1 binding to BIM-BH3 peptide; GST-MCL1 / FITC-Bim-BH3 fluorescence polarization; inhibition, % at 10.9 µM; 320,000 compounds, 0.68% hits; AID 2057;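 active = inhibition above the mean inhibition of all tested compounds plus 3 SD, set per campaign, cut at about 40% in these data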;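 also: 0% = DMSO wells and 100% = unlabeled Bim-BH3 peptide control; higher means more loss of mP so more displacement of Bim peptide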
AGP1-GFP MLPCN: alters AGP1-GFP fluorescence in TOR pathway yeast screen. S. cerevisiae AGP1-GFP multiplex flow cytometry, 3 h; GFP as percent of DMSO wells. 320,000 compounds, 0.02% hits. GFP response vs DMSO, % at 10 µM;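 active = GFP response relative to DMSO above a set limit, near screen average plus 3 SD, cut at about 150% in these data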;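 also: median GFP channel fluorescence of the gated AGP1 strain per well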
CIT2-GFP yeast: modulators of TOR pathway CIT2-GFP in S. cerevisiae. S. cerevisiae CIT2-GFP strain, flow cytometry, 3 h; 100 means same as DMSO wells. GFP response vs DMSO, % at 10 µM. 320,000 compounds, 0.065% hits. AID 2029;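 active = GFP response relative to DMSO above a set limit, near the screen mean plus 3 SD, cut at about 150% in these data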;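 also: ratio of well median GFP fluorescence to mean of DMSO wells on the plate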
* hit, by the source's call; nt = no result given.

SMILES | CR mimetic SO | GRK2 inh | MEX-5 binding | Bcl-xL primary | VLA-4 inh | GLD-1 TGE inh | MCL1 BIM primary | AGP1-GFP MLPCN | CIT2-GFP yeast
O=C(Cc1cccc2ccccc12)NNC(=O)c1cccs1 | 105 | 0 | 1.7 | 3 | 6 | -9 | 3 | 98 | 93
Cc1cc(C)c(NS(=O)(=O)c2ccc3c(c2)NC(=O)CC(=O)N3)c(C)c1 | 104 | 3 | 0.6 | 4 | 22 | 5 | 7 | 104 | 102
Cc1ccc(C(=O)NNC(=O)c2csc(N3CCOCC3)n2)s1 | 95 | 0 | -10 | 1 | -1 | 3 | 3 | 108 | 106
O=C1c2cccc3c(Nc4ccccc4Cl)c([N+](=O)[O-])cc(c23)C(=O)N1CCO | 89 | 2 | -2.5 | 7 | -2 | 6 | 11 | 91 | 96
O=C(/C=C\c1ccco1)Nc1nc(-c2ccccc2)cs1 | 92 | 0 | -0.3 | 2 | 2 | -2 | -2 | 92 | 106
CCN(CC(=O)Nc1sc2c(c1C#N)CCCC2)CC(=O)NC1CCS(=O)(=O)C1 (centres undefined) | 104 | 4 | -2.2 | 3 | -1 | -3 | 5 | 105 | 108
CCN(C(=O)COC(=O)CSc1ccc(C)c(C)c1)C1CCS(=O)(=O)C1 (centres undefined) | 101 | 1 | -1.0 | -5 | -7 | 0 | -17 | 101 | 101
CC(C)CC1C(C#N)=C(N)OC2=C1C(=O)CC(c1ccccc1)C2 (centres undefined) | 106 | 2 | -0.9 | -3 | 17 | -3 | -2 | 96 | 92
CC(=O)N1CCC(N(CCN2CCOCC2)C(=O)Nc2ccc(Cl)c(Cl)c2)CC1 | 111 | 1 | -0.6 | -1 | 14 | 3 | 4 | 88 | 89
O=C(C[n+]1ccccc1)N/N=C/c1ccc(Cl)c(Cl)c1 | 108 | 0 | 2.2 | 0 | 18 | -1 | -4 | 99 | 107
C=CCN1C(=O)C(O)(CC(=O)c2ccc(N)cc2)c2ccccc21 (centres undefined) | 105 | 1 | -2.0 | 3 | 4 | -8 | 0 | 96 | 96
O=C(O)c1ccc(C2NCC(c3ccccc3Cl)c3c2[nH]c2ccccc32)cc1 (centres undefined) | 102 | 2 | -6.1 | 5 | 0 | 7 | 7 | 107 | 101
CC1CC(C)CN(C(=O)COC(=O)COc2ccccc2C#N)C1 (centres undefined) | 86 | 3 | nt | -1 | 2 | -5 | 0 | 103 | 96
COc1ccccc1NS(=O)(=O)c1ccc(C)c(C(=O)NCC2CCCO2)c1 (centres undefined) | 107 | 0 | -1.3 | 2 | 1 | 0 | 2 | 102 | 98
CCOc1ccccc1NC(=O)N1CCN(S(C)(=O)=O)CC1 | 97 | 1 | -1.9 | 1 | -2 | 6 | 1 | 94 | nt
O=C(Nc1nc2ccccc2s1)c1ccccc1 | 105 | 5 | 0.5 | 6 | -10 | 5 | 3 | 89 | 110
Cc1ccc(N=CNc2ccc(C)cc2C)c(C)c1 | 101 | 0 | -3.9 | -4 | -12 | -1 | -5 | 99 | 96
Cc1cc(NC(=O)CCN2C(=O)/C(=C/c3ccccc3Cl)SC2=S)no1 | 96 | 0 | -2.2 | 3 | -7 | 3 | 9 | 94 | 101
COc1ccc(N2CCN(C(=O)C(=O)c3c(C)[nH]c4ccccc34)CC2)cc1 | 83 | 0 | -2.1 | 4 | 20 | -10 | -6 | 101 | 105
CC(=O)Nc1ccc(C(=O)NNC(=O)C2C3CCCCC32)cc1 (centres undefined) | 100 | 0 | -0.1 | 0 | -2 | 5 | 0 | 100 | 101
COc1ccc(C(=O)/C=C/c2ccc(OC)cc2OC)c(O)c1 | 90 | 1 | -0.3 | -2 | -11 | 6 | -5 | 103 | 97
CCOC(=O)COn1c(=O)c(-c2ccc(Cl)cc2)[n+]([O-])c2ccccc21 | 92 | 0 | 1.2 | nt | 0 | nt | nt | 97 | 97
COc1ccc(C2CC(=O)N(CCCN(C)CCc3ccc(OC)c(OC)c3)C2)cc1 (centres undefined) | 109 | 0 | -1.5 | 1 | 36 | -3 | 0 | 100 | 99
CC(=O)Nc1ccc(SCC(=O)c2cc(C)n(C)c2C)cc1 | 113 | 0 | -0.2 | 11 | -4 | 1 | 0 | 104 | 109
CC(C)c1ccccc1NC(=O)C1CN(S(=O)(=O)c2ccccc2)CCN1S(=O)(=O)c1ccccc1 (centres undefined) | 104 | 2 | -1.3 | -4 | 16 | 0 | -4 | 112 | 106
O=C(CNC(=O)c1nc[nH]c1C(=O)N1CCN(c2ccccc2)CC1)OCc1ccccc1 | 103 | 0 | 1.2 | -3 | -4 | -1 | -4 | 85 | 82
Cc1nnnn1-c1cccc(C(=O)O)c1 | 119 | 0 | -1.7 | 1 | 2 | 6 | 4 | 102 | 107
Cc1ccc(N(C(=O)CS(=O)CC(=O)Nc2ccc(F)cc2)C(C(=O)NC2CCCCC2)c2ccco2)cc1 (centres undefined) | 98 | 0 | 0.2 | 2 | 5 | 2 | -1 | 95 | 98
O=C1COc2ccc(C(=O)COc3ccc(Cl)cc3Br)cc2N1 | 105 | 2 | 0.9 | 0 | -2 | 2 | -3 | 103 | 97
Cc1ccc(-c2csc3nc[nH]c(=O)c23)cc1C | 99 | 0 | 2.8 | 1 | -6 | 2 | 2 | 98 | 106
CC(NC(=O)CCNS(=O)(=O)c1ccc2c(c1)c(=O)n(C)c(=O)n2C)c1ccccc1 (centres undefined) | 90 | 0 | -1.0 | 10 | 3 | 6 | 10 | 91 | 94
COc1ccc(OC)c(-n2nnnc2SCC(=O)Nc2cc(C)ccc2OC)c1 | 94 | 1 | 0.1 | 5 | -3 | -2 | 4 | 103 | 100
C/C(=N\NC(=O)Cc1csc(N2CCOCC2)n1)c1ccccc1 | 87 | 0 | 0.5 | 5 | -10 | 8 | 10 | 105 | 106
O=C(N/N=C/C=C/c1ccc2c(c1)OCO2)C(O)c1ccccc1 (centres undefined) | 91 | 0 | 0.4 | 1 | 20 | 3 | 7 | 98 | 93
CC(C)C(NC(=O)c1ccc2c(c1)OCO2)C(=O)N/N=C/c1cccs1 (centres undefined) | 92 | 0 | -0.3 | 0 | 8 | -5 | 8 | 104 | 103
COCCN1CCN(C(=O)C2CCC(=O)N(Cc3ccccc3F)C2)CC1 (centres undefined) | 97 | 3 | -0.2 | 3 | 4 | -1 | -1 | 98 | 101
COc1cc(/C(C#N)=C/c2ccccc2)c([N+](=O)[O-])cc1OC | 103 | 0 | -0.8 | 3 | 8 | 16 | -4 | 100 | 96
CCOc1ccc2nc(SC3CC(=O)N(c4cccc(OC)c4)C3=O)sc2c1 (centres undefined) | 104 | 0 | -1.0 | 7 | 16 | 5 | -6 | 98 | 97
Cc1cc(OCC(=O)N2CCCC2)cc(C)c1Cl | 108 | 0 | 0.5 | -1 | 7 | 3 | 0 | nt | 87
CCN(CC(=O)Nc1cc(Cl)ccc1C)C(=O)c1oc2ccc(OC)cc2c1C | 106 | 0 | 0.7 | -3 | 1 | 6 | -4 | 102 | 85
CC(C)c1nc(NCc2ccccc2)c(C#N)c2c1CCCC2 | 95 | 1 | 1.8 | 3 | 1 | -2 | 1 | 98 | 91
C=CCNC(=O)c1cccc2c1C(=O)c1ccc(N3CCOCC3)cc1S2(=O)=O | 116 | 1 | nt | nt | -27 | 3 | nt | 100 | 96
O=C1C(Cl)=C(N2CCOCC2)C(=O)N1c1cccc(C(F)(F)F)c1 | 105 | 1 | -3.1 | 5 | 8 | -2 | 11 | 96 | 99
c1ccc2cc(CSCc3nc4ccccc4[nH]3)ccc2c1 | 96 | 0 | 1.8 | 8 | 0 | 2 | 9 | 96 | 95
Cc1ccc(C)c(N2CCN(C(=O)CCS(=O)(=O)c3ccc4c(c3)CCN4C(=O)C3CC3)CC2)c1 | 98 | 0 | -0.9 | 2 | 5 | 2 | -3 | 100 | 98
O=c1cc(/N=C/c2coc3c(ccc4ccccc43)c2=O)[nH]c(=S)[nH]1 | 118 | 2 | 0.5 | 14 | -4 | 2 | 22 | 103 | 104
Cc1ccccc1NC(=S)N1CCC(NC(=O)c2ccco2)CC1 | 92 | 1 | 2.1 | 2 | 3 | 3 | 6 | 102 | 97
CCc1ccc(OCc2nnc(SCCN3CCOCC3)n2CC)cc1 | 118 | 2 | -2.5 | 1 | 5 | 9 | -1 | 96 | 88
Cc1ccc(OCc2nnc(SCC(=O)NCc3ccco3)n2C)cc1 | 94 | 1 | -0.1 | -1 | -8 | -3 | -2 | 125 | 114
Cc1cccc(NC(=O)Nc2cccc3ccccc23)c1 | 94 | 6 | 0.2 | -2 | 16 | -3 | 8 | 101 | 96
CCN(CC)CCN1C(=O)C2C3c4ccccc4C(c4ccccc43)C2C1=O (centres undefined) | 106 | 2 | -0.6 | 4 | -1 | 6 | 6 | 102 | 102
CCOc1ccc(-c2nnc(-c3ccco3)o2)cc1 | 92 | 0 | -0.2 | 3 | -12 | 4 | -3 | 85 | 86
Cc1ccc(/C=N/c2sc3c(c2C#N)CCCCC3)o1 | 88 | 2 | -1.2 | 7 | -8 | 1 | 18 | 96 | 101
CC(=O)N1CCOc2ccc(S(=O)(=O)Nc3cccc(C)n3)cc21 | 106 | 0 | 1.7 | 4 | 30 | 0 | -5 | 104 | 106
CNC(=O)Cn1c(=O)n(C)c2ccccc21 | 100 | 3 | -1.2 | 0 | 0 | 8 | -4 | 88 | 88
Cc1c(C)n(CC(O)CN2CCCCC2)c2ccccc12 (centres undefined) | 88 | 0 | -2.0 | -1 | 2 | 2 | -2 | nt | 105
CC1CCN(C(=O)c2[nH]cnc2C(=O)NCC(=O)OC(C)(C)C)CC1 | 100 | 0 | 1.2 | 2 | 0 | -7 | 6 | 91 | 98
O=C(NCc1ccccc1)c1nnc(CS(=O)(=O)c2ccccc2)o1 | 104 | 0 | -0.9 | 4 | 3 | 7 | 0 | 102 | 91
CC1(/[N+]([O-])=C\c2ccccc2F)CCCCC1=O (centres undefined) | 95 | 1 | 1.0 | 2 | 0 | 8 | 1 | 104 | 97
OCCN1CCN(CC(O)COc2ccc3ccccc3c2)CC1 (centres undefined) | 105 | 0 | -1.0 | 5 | 0 | -2 | 3 | 108 | 106
(list continues)
SMILES | CR mimetic SO | GRK2 inh | MEX-5 binding | Bcl-xL primary | VLA-4 inh | GLD-1 TGE inh | MCL1 BIM primary | AGP1-GFP MLPCN | CIT2-GFP yeast
O=C(NCc1nc2ccccc2[nH]1)C1=C[C@@H](c2ccc(Br)cc2)C[C@@H](OCCCCO)O1 | 92 | 1 | -0.9 | 1 | -2 | 10 | 2 | 87 | 76
CCc1nnc(NS(=O)(=O)c2ccc(NC(=O)c3cc(Cl)ccc3Cl)cc2)s1 | 111 | 3 | 0.2 | 3 | 1 | -1 | 7 | 98 | 99
O=C(c1ccccc1F)N1CCN(c2ccc([N+](=O)[O-])c3ncccc23)CC1 | 95 | 0 | -0.3 | 5 | 22 | -3 | 10 | 100 | 94
Cc1cc(Br)cc(Br)c1OCC(=O)NNC(=O)Nc1ccccc1 | 95 | 0 | 0.7 | 2 | -2 | 1 | 8 | 106 | 106
CC(C)(C)C(=O)/C=C(\N)c1ccncc1 | 97 | 0 | 0.9 | 2 | 14 | 1 | 6 | 114 | 109
CC1=NN(C(N)=S)C(=O)C1N=Nc1ccc(C)c(Br)c1 (centres undefined) | 110 | 1 | -0.5 | 3 | 4 | -4 | 6 | 76 | 86
CC(=O)N1CCN(S(=O)(=O)c2ccc(S(=O)(=O)NC3CC3)cc2)CC1 | 107 | 0 | 4.7 | 0 | 13 | -1 | -2 | 108 | 103

Screens (PubChem BioAssay)
